Screening data as filed in PubChem BioAssay.
SR-BI HDL uptake: inhibitors of SR-BI mediated HDL lipid uptake, primary screen, ldlA[mSR-BI] cells, fluorescence, single point | hit rate 0.96% among 320,000 | ldlA[mSR-BI] CHO cells, DiI-HDL uptake fluorescence, 3 h | inhibition, % at 12.5 µM | Scavenger receptor class B member 1 (Mus musculus), Q61009;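 active = mean replicate inhibition of at least 70% and a set share of replicates each scoring 70 or more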;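 note: 0% = median of neutral control wells and 100% = median of positive control wells; values of inactives mirror those of a sister screen read the other way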
Target sequence (Q61009 whole entry, looked up): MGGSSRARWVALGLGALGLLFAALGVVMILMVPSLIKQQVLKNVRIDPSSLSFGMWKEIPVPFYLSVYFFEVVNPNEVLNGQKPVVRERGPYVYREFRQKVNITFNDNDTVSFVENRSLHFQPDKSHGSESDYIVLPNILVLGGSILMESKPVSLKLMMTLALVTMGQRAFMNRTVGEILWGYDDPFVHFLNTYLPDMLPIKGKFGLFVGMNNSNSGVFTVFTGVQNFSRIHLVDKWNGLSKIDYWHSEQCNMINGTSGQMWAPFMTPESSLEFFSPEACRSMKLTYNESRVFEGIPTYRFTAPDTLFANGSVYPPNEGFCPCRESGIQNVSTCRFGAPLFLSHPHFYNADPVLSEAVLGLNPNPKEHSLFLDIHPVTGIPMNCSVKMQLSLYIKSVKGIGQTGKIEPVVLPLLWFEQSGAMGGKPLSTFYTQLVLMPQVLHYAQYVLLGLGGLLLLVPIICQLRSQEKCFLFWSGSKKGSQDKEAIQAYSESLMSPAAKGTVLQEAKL
PKA-R2B act: activators of PKA-R2B holoenzyme, primary screen, biochemical, fluorescence polarization, Cy5-IP20, human. cAMP-dependent protein kinase catalytic subunit beta (Homo sapiens) + cAMP-dependent …. PKA-R2B holoenzyme dissociation; R2B truncated from residue 108, S112A mutant; 0% DMSO only, 100% 113 µM cGMP. activation, % at 11.4 µM. hit rate 0.079% among 340,000;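 active = activation above a cutoff set at the mean over all compounds plus 3 SD, cut at about 18% in these data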;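 note: higher means more holoenzyme dissociation and a rise in polarization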
Target sequence (P31323 whole entry, looked up, other chains not shown, the tested form may be a part): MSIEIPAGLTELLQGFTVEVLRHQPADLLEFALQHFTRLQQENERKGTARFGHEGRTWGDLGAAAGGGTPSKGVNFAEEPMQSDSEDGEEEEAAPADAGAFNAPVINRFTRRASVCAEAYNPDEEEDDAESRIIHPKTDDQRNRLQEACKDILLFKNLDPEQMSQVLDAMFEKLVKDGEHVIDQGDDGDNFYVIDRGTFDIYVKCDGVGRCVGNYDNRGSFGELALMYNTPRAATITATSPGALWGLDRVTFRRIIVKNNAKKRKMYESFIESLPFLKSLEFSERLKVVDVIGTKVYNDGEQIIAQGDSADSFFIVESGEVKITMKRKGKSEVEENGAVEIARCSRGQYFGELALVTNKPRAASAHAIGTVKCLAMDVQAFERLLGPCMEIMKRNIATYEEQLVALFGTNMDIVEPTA
SR-BI DiI-HDL act: activators of SR-BI mediated DiI-HDL uptake, primary screen, ldlA[mSR-BI] CHO cells, DiI fluorescence | 3 h; 100 = double the neutral-control signal | activation, % at 12.5 µM | hit rate 0.096% among 320,000 | AID 504775, 2011;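 active = mean replicate activation of at least 60% and every replicate at or above 60%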;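 note: 0% = median plate neutral-control signal and 100% = twice that signal; values of inactives mirror those of a sister screen read the other way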
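Assay system: LDL receptor-deficient CHO ldlA cells overexpressing murine SR-BI / Medium: BSA-supplemented, HEPES-buffered Ham's F12, pH 7.4 / Probe or stimulus: DiI-labelled HDL at 10 µg/mL final / Timing: compound with DiI-HDL co-incubation, 3 h at 37 °C / Technique: bottom-read cell fluorescence after medium removal, ex 550/em 595 nm / Measure: HDL uptake via cellular fluorescence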
NSD2 HMT inh: NSD2 histone methyltransferase inhibitors, primary screen, biochemical, AlphaScreen, single concentration, set 2; hit rate 0.54% among 310,000; inhibition, % at 12.5 µM; NSD2 peptide methylation, 120 min; Histone-lysine N-methyltransferase NSD2 (Homo sapiens), O96028; in the data active = inhibition above about 50%
Arrestin-AP2 inh: inhibitors of beta-arrestin/AP2 binding, primary screen, biochemical, GPCR trafficking, flow cytometry; beta-arrestin 1 C-terminal peptide binding to AP2 beta2-adaptin appendage (human); FITC-arrestin peptide / GST-AP2 beads; AP2 beta2 appendage carries R879A mutation; inhibition, % at 10 µM; hit rate 0.31% among 340,000; AID 504490, 2011;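 active = inhibition above a set limit, near 3 SD of compounds lacking own fluorescence, cut at about 54% in these data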;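 note: plate controls were DMSO wells for no effect and 5 µM unlabelled arrestin peptide for full effect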
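System: GST-tagged AP2 beta2-adaptin appendage (R879A) on 4 µm glutathione beads / Reagent: FITC-arrestin peptide, 50 nM / Detection: HyperCyt-sampled flow cytometry, FL1 channel, ex 488/em 535 nm / Timing: 12 min plus 1 h, RT / Buffer or medium: PBS plus Tween 20 (0.05%) and BSA (0.1%)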
PvdQ acylase: P. aeruginosa PvdQ acylase inhibitors, primary screen, biochemical, fluorescence, plate reader and imaging, single point; PvdQ acylase [Pseudomonas aeruginosa LESB58]; purified PvdQ acylase; AID 488965, 2010; hit rate 0.063% among 340,000; inhibition, % at 10 µM; in the data active = inhibition above about 30%, passing the limit was not always enough;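 note: 0% = vehicle neutral wells and 100% = reference inhibitor wells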
Cardiac RTF inh: cardiac RTF calcium sensitivity inhibitors, primary screen, biochemical, IANBD-TnC fluorescence, EC70 calcium | IANBD-labeled cardiac RTF, Ca2+ fluorescence | hit rate 0.12% among 340,000 | AID 493244, 2011 | inhibition, % at 7.15 µM | Troponin I, cardiac muscle (Homo sapiens) + Troponin T, cardiac muscle (Homo sapiens) + …;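 active = inhibition above the mean inhibition of all tested compounds plus 3 SD, cut at about 17% in these data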;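 note: assay run at fixed EC70 calcium of 1.6 mM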
Keap1 Nrf2 FP: Keap1-Nrf2 protein-protein interaction inhibitors, primary screen, biochemical, fluorescence polarization, single point; hit rate 0.15% among 340,000; inhibition, % at 9.4 µM; Keap1 Kelch-Nrf2 peptide fluorescence polarization, 1536-well; Kelch-like ECH-associated protein 1 (Homo sapiens), Q14145; AID 504523, 2011; in the data active = inhibition above about 12%;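 note: human Keap1 Kelch domain with fluorescein labeled Nrf2 9mer peptide probe; 0% = neutral control wells and 100% = peptide positive control; higher means more block of Keap1 binding to Nrf2 peptide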
LANA DNA inh: inhibitors of KSHV C-LANA binding to DNA, primary screen, biochemical, fluorescence polarization, FAM-LBS DNA, MBP-C-LANA, single point; inhibition, % at 9 µM; hit rate 0.078% among 340,000; AID 504423, 2011;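 active = highest replicate inhibition at or above 60% at 9 µM, even if other replicates fall short; inactive = all replicates below 60% inhibition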;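 note: 0% = neutral control wells and 100% = 4 µM acridine orange control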
DAGLB inhibitor: DAGLB lipase inhibitors, primary screen, biochemical, fluorescence, HTS | Diacylglycerol lipase-beta (Homo sapiens), Q8NCG7 | HEK293T DAGLB membrane lysate, EnzChek fluorogenic substrate | inhibition, % at 5.17 µM | hit rate 0.059% among 340,000 | AID 504411, 2011; in the data active = inhibition above about 34%;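 note: 0% = enzyme with vehicle and 100% = wells lacking enzyme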
Starred values were filed as active, the others as inactive; . = not tested or not shown; & = joins results of further samples.

SMILES	SR-BI HDL uptake	PKA-R2B act	SR-BI DiI-HDL act	NSD2 HMT inh	Arrestin-AP2 inh	PvdQ acylase	Cardiac RTF inh	Keap1 Nrf2 FP	LANA DNA inh	DAGLB inhibitor
CCOC(=O)C1=C(C)N=c2s/c(=C/c3cccc([N+](=O)[O-])c3O)c(=O)n2C1c1ccccc1 (configuration not stated)	19	-7	-19	63*	37	1	-5	0	-1.1	10
O=C(NC(Cc1ccccc1)C(=O)O)C1CCN(S(=O)(=O)c2ccccc2C(F)(F)F)CC1 (configuration not stated)	-13	0	13	-1	-18	-14	-19	2	1.0	-1
O=C(CN1C(=O)NC2(CCCCC2)C1=O)Nc1ccccc1N1CCCC1	2	-12	-2	-2	6	6	1	-3	-1.1	1
COc1ccc(N2CCN(C(c3ccccc3)c3nnnn3Cc3ccc(F)cc3)CC2)cc1 (configuration not stated)	44	-9	-44	2	-10	-11	-4	-3	0.3	-3
O=C(/C=C/c1ccc(S(=O)(=O)N2CCOCC2)cc1)NCc1ccccc1F	-21	1	21	0	12	10	-6	4	-3.2	-8
OC1C(O)C(O)C(O)C(O)C1O (configuration not stated)	-12&-23&-5	-1&-3&3	12&23&5	.	26&3&22	-19&-7&8	-1&15&-3	-2&-2&3	2.4&2.6&2.5	5&0&0
Cc1ccc(CSc2ncn(-c3ccccc3)n2)cc1	10	-18	-10	-5	-3	3	-1	1	-1.4	-9
COc1ccc(S(=O)(=O)Nc2ccc3c(c2)C(=O)N([C@H](C)CO)C[C@H](C)[C@@H](CN(C)S(C)(=O)=O)O3)cc1	-20	-10	20	.	34	10	-8	4	0.2	-3
CS(=O)(=O)N(CC(=O)NN=C1CCCCCC1)c1ccc(Oc2ccccc2)cc1	-4	-3	4	-3	-6	-5	4	1	1.3	-3
O=C(O)C(Cc1ccccc1)N1C(=O)C2CCCCC2C1=O (configuration not stated)	-27	-4	27	-6	43	11	4	2	-0.4	-3
N#CC1=C(N)NC(SCc2ccccc2)=C(C#N)C12CCCCC2	-13	-12	13	11	12	3	5	-1	-0.7	4
Cn1c(SCc2ccc(F)cc2)nnc1-c1ccccn1	-3	-16	3	-1	-3	-4	-2	-7	-0.8	1
COc1cc(S(=O)(=O)NCCc2ccc3c(c2)OCO3)ccc1-n1cnnn1	4	1	-4	2	-1	10	5	-2	-0.7	4
O=C(O)CCC(=O)N(Cc1ccccc1)Cc1ccccc1	-6	-4	6	-3	2	-16	-7	-6	2.1	0
NC(=NCCc1c[nH]c2ccccc12)NC(=O)c1ccc(F)cc1	0	-12	0	4	-13	-6	1	3	-1.2	0

Molecules from the list above with an aryl thioether with sulfur outside any ring, in the order listed:
SMILES	SR-BI HDL uptake	PKA-R2B act	SR-BI DiI-HDL act	NSD2 HMT inh	Arrestin-AP2 inh	PvdQ acylase	Cardiac RTF inh	Keap1 Nrf2 FP	LANA DNA inh	DAGLB inhibitor
Cc1ccc(CSc2ncn(-c3ccccc3)n2)cc1	10	-18	-10	-5	-3	3	-1	1	-1.4	-9
Cn1c(SCc2ccc(F)cc2)nnc1-c1ccccn1	-3	-16	3	-1	-3	-4	-2	-7	-0.8	1

Remaining list, next part:
SMILES	SR-BI HDL uptake	PKA-R2B act	SR-BI DiI-HDL act	NSD2 HMT inh	Arrestin-AP2 inh	PvdQ acylase	Cardiac RTF inh	Keap1 Nrf2 FP	LANA DNA inh	DAGLB inhibitor
C#Cc1ccc([C@@H]2C=C(C(=O)N3CCN(Cc4ccccc4)CC3)O[C@H](OCC)[C@H]2CCCO)cc1	10	-2	-10	.	4	-18	0	-5	1.9	0
O=C(CN1C(=O)C2CCCCC2C1=O)N1CCN(c2ncccn2)CC1 (configuration not stated)	-12	-1	12	-3	7	-3	-3	1	1.6	1
C=CC[C@H](CC(=O)N(CCO)Cc1ccccc1)C(=O)N[C@@H](C)COC(=O)[C@H](CC=C)CC(=O)OC(C)(C)C	0	6	0	.	7	-8	2	0	2.4	0
CCC(Oc1cccc(Cl)c1)C(=O)N1CCCN(C)CC1 (configuration not stated)	3	3	-3	-1	-11	-16	-1	-3	-1.5	-3
CNc1ccc(Cl)nn1	3	-5	-3	-1	15	-9	-23	3	-0.1	-1
O=C(NCc1ccccn1)Nc1ccccc1F	-15	-9	15	-1	-4	-16	-5	-1	-2.3	0
COc1ccc(CC(=O)NNC(=O)c2cc(Cl)ccc2OC)cc1	-7	-7	7	-7	-3	1	7	2	-0.1	-4
NC(=O)c1cc(S(=O)(=O)NCCCc2ccccc2)cs1	-19	-13	19	-2	-12	-15	-8	-3	-0.5	0
Cc1ccc(NC(=O)Nc2cnccn2)c(C)c1	-8	1	8	-3	0	12	-1	2	-0.9	2
CCN1CCN(c2ccc(S(=O)(=O)N3CCCCC3)cc2NC(=O)c2ccccc2)CC1	-35	-13	35	7	16	0	-5	-4	1.1	-1
O=C(NCCc1c[nH]c2ccccc12)/C(=C\c1cccnc1)NC(=O)c1ccco1	-17	-5	17	-2	20	8	-5	-2	-0.6	-3
NC(=O)CSc1nnc(-c2ccccc2Br)n1-c1cccc(C(F)(F)F)c1	-27	-8	27	-1	-2	2	0	0	-2.1	0
COc1cc(OC)cc(C(=O)NNC(=O)CCc2ccccc2)c1	-15	-6	15	.	-9	-15	4	0	1.9	1
Cc1ccc(SCc2c(-c3ccccc3)nn(C)c2Cl)cc1	9	-9	-9	-3	-1	17	1	-2	-2.1	-10
COc1ccc(Cl)cc1NC(=O)CN(C)CC(=O)Nc1ccccc1N1CCOCC1	78*	-8	-78	-2	6	-14	-3	1	0.4	0

Reprinted at random: two records from the list, in no set order.
SMILES	SR-BI HDL uptake	PKA-R2B act	SR-BI DiI-HDL act	NSD2 HMT inh	Arrestin-AP2 inh	PvdQ acylase	Cardiac RTF inh	Keap1 Nrf2 FP	LANA DNA inh	DAGLB inhibitor
C=CC[C@H](CC(=O)N(CCO)Cc1ccccc1)C(=O)N[C@@H](C)COC(=O)[C@H](CC=C)CC(=O)OC(C)(C)C	0	6	0	.	7	-8	2	0	2.4	0
Cn1c(SCc2ccc(F)cc2)nnc1-c1ccccn1	-3	-16	3	-1	-3	-4	-2	-7	-0.8	1

Carrying on:
SMILES	SR-BI HDL uptake	PKA-R2B act	SR-BI DiI-HDL act	NSD2 HMT inh	Arrestin-AP2 inh	PvdQ acylase	Cardiac RTF inh	Keap1 Nrf2 FP	LANA DNA inh	DAGLB inhibitor
COC(=O)C(NC(=O)Nc1ccccc1OC)C(C)C (configuration not stated)	-29	-4	29	39	7	5	0	0	0.2	-1
COc1ccc(N2CC(O)=C(c3nc(-c4ccccc4)cs3)C2=N)cc1	.	4	.	1	3	-26	-4	-4	-2.3	2
COc1ccc2[nH]c(C)c(C(=O)CN3CCOCC3)c2c1	-9	0	9	1	7	7	-11	-6	1.0	1
CC(C)C[C@@H](CN)NC(=O)c1nc[nH]c1C(=O)N[C@@H](Cc1ccccc1)C(=O)CNC[C@H](C)NC(=O)c1nc[nH]c1C(=O)N[C@@H](C)C(=O)O	-12	9	12	.	-7	-12	-6	-1	-0.2	1
CC(=O)c1cccc(NC(=O)c2cc(=O)[nH]c3ccccc23)c1	34	-8	-34	1	5	-9	-5	-1	-0.3	-4
CN1CCN(c2c([N+](=O)[O-])cnc3ccccc23)CC1	-4	9	4	0	1	-9	-6	-8	1.1	2
CC(Oc1ccc(-c2ccccc2)c(F)c1)c1ccn(S(=O)(=O)c2ccc(F)cc2)n1 (configuration not stated)	35	0	-35	0	24	-4	-15	-3	-0.3	-15
Cc1ccc(C)c(N2CCN(C(=O)CSc3ccsc3[N+](=O)[O-])CC2)c1	7	-8	-7	-1	-2	-7	-15	-6	-0.8	3
CC(C)(C)NC(=O)c1ccc2c(c1)CCO2	1	-3	-1	-1	5	7	2	-4	-0.5	-6
Cc1cccc(NC(=O)CN(CCc2ccccc2)S(C)(=O)=O)c1	8	4	-8	-1	8	-12	-7	-6	-0.9	-1

Six compounds from above, limited to Cardiac RTF inh and SR-BI DiI-HDL act:
structure,Cardiac RTF inh,SR-BI DiI-HDL act
O=C(O)C(Cc1ccccc1)N1C(=O)C2CCCCC2C1=O (configuration not stated),4,27
N#CC1=C(N)NC(SCc2ccccc2)=C(C#N)C12CCCCC2,5,13
Cn1c(SCc2ccc(F)cc2)nnc1-c1ccccn1,-2,3
COc1cc(S(=O)(=O)NCCc2ccc3c(c2)OCO3)ccc1-n1cnnn1,5,-4
O=C(O)CCC(=O)N(Cc1ccccc1)Cc1ccccc1,-7,6
NC(=NCCc1c[nH]c2ccccc12)NC(=O)c1ccc(F)cc1,1,0
